MITF inh: MITF inhibitors, primary screen, biochemical, AlphaScreen, human; AlphaScreen MITF homodimerization, bead proximity signal; inhibition, % at 2.6 µM; Microphthalmia-associated transcription factor (Homo sapiens), O75030; 650,000 tested, 0.91% active; in the data active = inhibition above about 50%;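 also: 0% = vehicle wells with protein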
GPR151 activ: activators of human GPR151, primary screen, cell-based, PathHunter beta-arrestin, luminescence; G-protein coupled receptor 151 (Homo sapiens), Q8TDV0; PathHunter beta-arrestin GPR151 cells; activation, % at 11.2 µM; 650,000 tested, 1% active; AID 1508602, 2020; in the data active = activation above about 4.9%;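 also: 0% = median of compound wells and 100% = cells with positive control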
Target sequence (Q8TDV0 whole entry, looked up): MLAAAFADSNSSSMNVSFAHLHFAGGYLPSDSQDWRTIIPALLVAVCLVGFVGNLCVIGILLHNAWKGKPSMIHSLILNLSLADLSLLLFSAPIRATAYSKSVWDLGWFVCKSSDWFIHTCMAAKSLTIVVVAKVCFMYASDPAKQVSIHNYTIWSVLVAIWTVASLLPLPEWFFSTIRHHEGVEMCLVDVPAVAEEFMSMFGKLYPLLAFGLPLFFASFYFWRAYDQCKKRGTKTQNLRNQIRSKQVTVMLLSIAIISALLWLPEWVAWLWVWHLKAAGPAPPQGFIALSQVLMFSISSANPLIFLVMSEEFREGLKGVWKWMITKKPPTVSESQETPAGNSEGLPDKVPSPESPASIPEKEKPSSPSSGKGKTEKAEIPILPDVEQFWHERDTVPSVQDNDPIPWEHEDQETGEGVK
FBW7 activator: FBW7 E3 ligase activators, primary screen, biochemical, AlphaScreen, human. F-box/WD repeat-containing protein 7 (Homo sapiens), Q969H0. AlphaScreen FBW7–phospho-cyclin E peptide binding, activator screen. normalized activity (activation), % at 26.1 µM. 650,000 tested, 0.13% active. AID 1259310, 2017; in the data active = normalized activity above about 1.9%;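 also: purified mutant Fbw7 with reduced substrate affinity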
Target sequence (Q969H0 whole entry, looked up): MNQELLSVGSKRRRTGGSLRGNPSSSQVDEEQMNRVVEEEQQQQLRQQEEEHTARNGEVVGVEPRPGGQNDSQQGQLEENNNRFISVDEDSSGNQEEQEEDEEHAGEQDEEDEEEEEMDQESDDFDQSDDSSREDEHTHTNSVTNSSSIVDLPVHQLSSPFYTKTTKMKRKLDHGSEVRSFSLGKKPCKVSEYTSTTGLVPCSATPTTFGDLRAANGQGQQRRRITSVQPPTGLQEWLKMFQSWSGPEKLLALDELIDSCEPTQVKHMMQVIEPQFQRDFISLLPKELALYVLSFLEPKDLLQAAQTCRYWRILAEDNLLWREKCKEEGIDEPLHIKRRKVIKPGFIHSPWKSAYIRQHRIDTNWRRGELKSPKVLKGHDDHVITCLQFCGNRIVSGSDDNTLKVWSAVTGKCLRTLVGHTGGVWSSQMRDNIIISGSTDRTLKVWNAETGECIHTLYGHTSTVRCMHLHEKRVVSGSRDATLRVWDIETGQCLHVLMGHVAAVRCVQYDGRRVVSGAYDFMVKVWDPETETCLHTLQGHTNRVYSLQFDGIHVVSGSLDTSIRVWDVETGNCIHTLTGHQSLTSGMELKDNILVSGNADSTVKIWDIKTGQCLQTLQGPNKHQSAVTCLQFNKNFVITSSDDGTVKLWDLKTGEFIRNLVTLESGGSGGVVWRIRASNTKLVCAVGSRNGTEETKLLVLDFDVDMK
TEAD-YAP inh: TEAD-YAP interaction inhibition, primary screen, TEAD-YAP interaction inhibitor project, luminescence, HEK-TIYL cells | TEAD-Gal4/YAP UAS-luciferase luminescence | inhibition, % at 9.12 µM | 640,000 tested, 1.4% active; in the data active = inhibition above about 32%;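 also: 0% = median of test compound wells and 100% = reference inhibitor wells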
An asterisk follows results filed as active; nt = not tested or not shown; & = joins results of further samples; ! = repeats disagree.

Order of results: MITF inh, GPR151 activ, FBW7 activator, TEAD-YAP inh
Cn1c(=O)oc2cc(S(=O)(=O)N3CCCC(C(=O)NN4CCOCC4)C3)ccc21 (configuration not stated)
→ -9, -0.1, 0.0, -6
Cc1ccc(-n2[nH]c(C)c(C=Nc3cccc(C(=O)O)c3)c2=O)cc1
→ 15&22, 5.4*!, -0.1&0.2, -12&1
O=c1nc2c(-c3ccc(Cl)cc3)n[nH]n2c2ccccc12
→ -4, -0.6, -0.2, -7
O=C(c1nc2ccccc2s1)N(CCCN1CCOCC1)c1nc2ccc(Cl)cc2s1
→ -2, -1.4, 0.1, -86
COc1ccc(CNCC2COc3ccccc3O2)cc1OC (configuration not stated)
→ 0, -1.2, 0.1, -15
O=C1CCC(=O)N1c1ccc(NC2CCCc3ccccc32)c([N+](=O)[O-])c1 (configuration not stated)
→ 12, -0.3, -0.2, 7
CCc1ccccc1OCC(=O)NC1CCCCC1
→ 0, 3.2, 0.0, -4
Cc1cccc(NC(=O)NCCC2CCCCN2S(=O)(=O)c2ccc(F)cc2)c1 (configuration not stated)
→ 23, 2.2, 0.0, 5
Cn1c(=NC(=O)C2=COCCO2)sc2cc(Br)ccc21
→ 6, -6.5, 0.0, -18
CCSc1nnc(NC(=O)CSc2cn(CCNC(=O)c3ccccc3OC)c3ccccc23)s1
→ -12, 2.6, 0.0, 4
CCOC(=O)c1c(/N=c2\oc3ccccc3cc2C(=O)Nc2ccccc2)sc(C)c1C
→ -3, -0.2, 0.4, -36
CCN(CC)C(=O)Cn1cnc2sc(C(=O)Nc3cc(Cl)c(OC)cc3OC)c(C)c2c1=O
→ -1, 0.9, -0.1, 1
COc1ccc(/C=C(\NC(=O)c2ccc(C)cc2)C(=O)NCCCC(=O)O)cc1
→ -4, -0.9, 0.7, 2
Cc1ccc(NC(=O)/C=C/c2ccccc2)cc1F
→ 11, -1.3, 0.0, -75
COc1ccc(Cl)cc1N1C(=S)NC(C)(C)C=C1C
→ 14, 1.7, -0.1, -3
O=C(CSc1nc2c(c(=O)[nH]1)CN(Cc1ccccc1)CC2)N1CCN(c2ccc(F)cc2)CC1
→ -15, -0.7, -0.1, 0
CCc1cccc(NC(=O)N[C@H]2C[C@H]3C(=O)N[C@H](CO)C(=O)N3C2)c1
→ 8, -0.9, -0.1, 6
CC1CC(C)CN(S(=O)(=O)c2ccc(Cl)s2)C1 (configuration not stated)
→ 0, 1.0, 0.0, 6
COc1cc(Nc2nc(C(=O)NCCc3ccc(O)cc3)cs2)cc(OC)c1OC
→ 0, 0.4, 0.0, -11
CCc1ccc(NC(=O)Cn2ncc3c2-c2ccccc2OC3)cc1
→ -5, -0.3, -0.2, -4
CCOc1ccc(NC(=O)C2CCC(CNS(C)(=O)=O)CC2)cc1 (configuration not stated)
→ 3, 2.6, 0.2, -2
CCSc1nnc2c(n1)OC(c1ccco1)N(C(C)=O)c1ccccc1-2 (configuration not stated)
→ 2, -0.1, -0.1, 11
COCCn1c(=NC(=O)c2cccc(S(C)(=O)=O)c2)sc2cc(F)ccc21
→ -1, -0.6, 0.3, -7
Cc1ccc(S(=O)(=O)N(CC(=O)NC2CC2)c2ccccc2Cl)cc1
→ -4, 0.0, -0.2, 3
CCCc1cc(=O)oc2c(C)c(OCC(C)=O)ccc12
→ 4, 0.6, -0.2, -3
O=C(/C=C/c1ccccc1)NC(=S)Nc1ccc(Br)cn1
→ 15, 1.8, 0.1, -11
CC(Oc1ccc(Br)cc1)c1nc(-c2ccncc2)no1 (configuration not stated)
→ -10, 0.0, -0.1, 8
O=S(=O)(c1ccc2nc[nH]c2c1)c1ccc2nc[nH]c2c1
→ 8, 0.1, 0.0, -3
COc1cccc2c1OC1(CCN(C(=O)c3ccc4c(c3)OCO4)CC1)OC2
→ 1, -0.3, 0.1, -10
Nc1cccc2c1NC(c1ccc(Cl)cc1)C1CCCC21 (configuration not stated)
→ 16, -1.2, -0.5, -20

Four compounds from above, showing only TEAD-YAP inh, MITF inh and FBW7 activator.
Molecule | TEAD-YAP inh | MITF inh | FBW7 activator
O=C1CCC(=O)N1c1ccc(NC2CCCc3ccccc32)c([N+](=O)[O-])c1 (configuration not stated) | 7 | 12 | -0.2
CCc1ccccc1OCC(=O)NC1CCCCC1 | -4 | 0 | 0.0
Cc1cccc(NC(=O)NCCC2CCCCN2S(=O)(=O)c2ccc(F)cc2)c1 (configuration not stated) | 5 | 23 | 0.0
Cn1c(=NC(=O)C2=COCCO2)sc2cc(Br)ccc21 | -18 | 6 | 0.0

(cont.)
Order of results: MITF inh, GPR151 activ, FBW7 activator, TEAD-YAP inh
COc1ccccc1N1CCN(C(=O)c2ccc(CSc3ccc(Cl)cc3)cc2)CC1
→ 17, -1.1, 0.7, -3
Cc1ccc2cc(CN(C(=O)c3cc(C)c(C)[nH]c3=O)C3CC3)c(N(C)C)nc2c1
→ 3, -0.1, 0.0, 3
FC(F)Oc1ccc(/C=N/NC2=NCCCCC2)cc1
→ 1, -1.5, -0.3, -33
CC(=O)Nc1ccc(Nc2nc(Nc3ccccc3)nc3c2ncn3-c2ccccc2)cc1
→ 2, 3.1, 0.1, 46*
CC(NS(=O)(=O)c1ccc(Cl)cc1)C1C2CC3CC(C2)CC1C3 (configuration not stated)
→ 0, 0.8, 0.0, -2
CCOc1ccc(C2CC(=O)N3C(=C2C#N)SCC3(O)c2ccc(F)cc2)cc1OC (configuration not stated)
→ 1, 0.5, -0.2, -5
Cc1ccc(N2CC(NC(=O)Nc3ccc(C(N)=O)cc3)CC2=O)cc1C (configuration not stated)
→ -1, -1.5, 0.1, -2
O=C(NC1CCS(=O)(=O)C1)c1nc(SCc2ccccc2)ncc1Cl (configuration not stated)
→ 6, -1.5, 0.7, 9
O=C(COc1coc(CN2CCN(c3ccccc3)CC2)cc1=O)N1CCCCC1
→ 7, 0.4, -0.1, -30
O=C(NC(Cc1ccccc1)C(=O)O)c1ccc([N+](=O)[O-])cc1 (configuration not stated)
→ -7, 1.5, 0.2, 13
C=CCN1C(=O)NC(=O)/C(=C\c2ccc(O)c(OCC)c2)C1=O
→ 5, -0.6, -0.1, 4
Cc1cccc(C(=O)Nc2ccc3c(c2)OCO3)c1[N+](=O)[O-]
→ 20, -1.5, 0.1, -28
FC(F)(F)c1cccc(CNCc2cccs2)c1
→ 0, 0.0, -0.1, -1
CCCN(CCC)S(=O)(=O)c1ccc(C(=O)Nc2sc3c(c2C(=O)OC)CCN(C(C)C)C3)cc1
→ -14, 1.2, 0.2, 4
COc1ccc(S(=O)(=O)Nc2ccc(-n3c(C)nc4ccccc4c3=O)cc2C)cc1F
→ 13, -0.6, 0.0, -5
CCCSCCCNC(=O)C(C)Nc1nn2c(=O)cc(C)nc2s1 (configuration not stated)
→ 4, -0.5, 0.0, 2
COc1ccc(C(=O)n2nc(N)c3cc4ccc(C)cc4nc32)cc1OC
→ -4, 0.2, 0.0, -10
Cc1ccc(-n2cc(-c3ccccc3)c3c(NCc4ccc(F)cc4)ncnc32)cc1
→ 4, -0.5, 0.1, 3
CC1CCCCC1NC(=O)Cn1ncc2c(=O)oc3ccccc3c21 (configuration not stated)
→ 2, 0.8, -0.1, 6
CCOC(=O)C1=C(C)NC2=C(C(=O)C(C(=O)OC)C(C)C2)C1c1cc(OCC)c(O)c([N+](=O)[O-])c1 (configuration not stated)
→ -10, 2.5, 0.0, 15
CCOc1cc(C(=O)Nc2nnc(SCC(N)=O)s2)cc(OCC)c1OCC
→ 2, 1.4, -0.1, 3
CCN(C(C)=O)c1c(O)ccc2ccccc12
→ 0, 1.1, -0.1, -14
CN(CC(=O)Nc1ccccc1F)S(=O)(=O)c1ccc2ccccc2c1
→ 2, 0.0, 0.0, -3
Cn1cccc1C(=O)N1CCN(Cc2ccc3c(c2)OCO3)CC1C(=O)N1CCOCC1 (configuration not stated)
→ -8, 0.0, 0.0, -1
O=C(Nc1ccc2oc(=O)ccc2c1)c1cccc(F)c1
→ 7, 0.2, 0.0, -13
COC(=O)c1cc(-c2ccc(/C=C3/NC(=S)NC3=O)o2)ccc1Cl
→ 2, -0.1, 0.0, 22
COc1ccccc1C(=O)OC(C)CN1CCOCC1 (configuration not stated)
→ 19, 0.0, 0.1, 2
O=C(COC(=O)CNC(=O)C1CCCCC1)Nc1ccc(Cl)cn1
→ 18, -2.4, 0.0, 7
CCCNC(=O)CCc1nnc2ccc(N3CCOCC3)nn12
→ 1, -2.2, -0.1, -9
CCOc1ccccc1/C=C(\NC(=O)c1ccccc1)C(=O)Nc1cccc(O)c1
→ 6, 0.8, 0.2, 9

Profiles from above. Screens in order: MITF inh	GPR151 activ	FBW7 activator	TEAD-YAP inh
Cc1ccc2cc(CN(C(=O)c3cc(C)c(C)[nH]c3=O)C3CC3)c(N(C)C)nc2c1 reads 3	-0.1	0.0	3
CC(=O)Nc1ccc(Nc2nc(Nc3ccccc3)nc3c2ncn3-c2ccccc2)cc1 reads 2	3.1	0.1	46*

Structural class: the entries above containing a COOH group.
Order of results: MITF inh, GPR151 activ, FBW7 activator, TEAD-YAP inh
Cc1ccc(-n2[nH]c(C)c(C=Nc3cccc(C(=O)O)c3)c2=O)cc1
→ 15&22, 5.4*!, -0.1&0.2, -12&1
COc1ccc(/C=C(\NC(=O)c2ccc(C)cc2)C(=O)NCCCC(=O)O)cc1
→ -4, -0.9, 0.7, 2
O=C(NC(Cc1ccccc1)C(=O)O)c1ccc([N+](=O)[O-])cc1 (configuration not stated)
→ -7, 1.5, 0.2, 13

(next part)
structure	MITF inh	GPR151 activ	FBW7 activator	TEAD-YAP inh
O=C(/C=C/c1ccc(O)c(O)c1)O[C@H](Cc1ccc(O)c(O)c1)C(=O)O	90*	0.0	nt	nt
Cc1c(C(=O)N(C)C2CCCCC2)sc2ncnc(N3CCN(c4ccccc4)CC3)c12	-4	1.0	-0.5	2
CCCCn1c(-c2cccnc2)n[nH]c1=S	7	1.1	0.0	-2
CCOc1cc([N+](=O)[O-])ccc1NC(=S)NC(=O)c1ccccc1	11	-0.8	0.6	-41
CC1=C(C(=O)N(C)C)C(c2ccc(C)s2)NC(=S)N1 (configuration not stated)	-3	0.5	-0.3	-7
CN(Cc1ccccc1)C(=O)c1cc(S(=O)(=O)N2CCCCC2)c[nH]1	9	-0.4	-0.1	-5
CCCn1c(=O)c(C(=O)Nn2c(C)nc3ccccc3c2=O)c(O)c2ccccc21	12	-0.8	0.1	-4
COc1ccc(N2CCN(S(=O)(=O)c3ccccc3-c3nn[nH]n3)CC2)cc1	16	-1.1	0.0	10
CCOC(=O)C(=O)Nc1ccccc1C(=O)NC(C)C	13	1.6	-0.1	1
Cc1cc(-c2cnc(N3CCCC3)nc2C2CCN(C(=O)C3CCCC3)CC2)on1	0	-0.2	0.0	-5
COc1ccc2oc(=O)c(-c3nc(-c4ccc(C)c(C)c4)cs3)cc2c1	-3	4.1	0.0	-6
CCC(Sc1nc2ccccc2o1)C(=O)Nc1ccccc1C#N (configuration not stated)	3	-1.3	0.0	-42
CCn1c(=O)cc(OCC(=O)N(C)c2cc(C)ccc2OC)c2ccccc21	12	0.7	-0.2	-1
O=C(CCCn1c(SCC(=O)NCC2CCCO2)nc2ccsc2c1=O)NCCc1ccccc1 (configuration not stated)	2	0.9	-0.1	0
O=C(NCCN1CCOCC1)c1nn2c(C(F)(F)F)cc(-c3ccc(Br)cc3)nc2c1Br	0	-1.8	-0.2	0
O=C(CN1CC(c2ccccc2)CC1=O)N1CCN(c2ccccn2)CC1 (configuration not stated)	18	-0.5	0.1	0
CCOc1ccc(NC(=O)Cn2cnc3sc(C(N)=O)c(C)c3c2=O)cc1	7	-0.5	0.1	3
CNC(=O)NC(=O)COC(=O)CN1C(=O)C2CCCCC2C1=O (configuration not stated)	2	1.7	0.0	-2
CCN1CCN(C(c2cc3cccc(C)c3[nH]c2=O)c2nnnn2C(C)(C)CC)CC1 (configuration not stated)	17	0.9	0.3	6
CC1(C)CC(NNCCC#N)=CC(=[N+]2CCCC2)C1	-7	1.9	-0.2	13
O=C(COC(=O)c1ccccc1NCc1ccco1)c1ccc(F)cc1	9	-0.2	0.6	-7
CCOC(=O)c1ccc(N2CCN(Cc3ccc(F)cc3F)C2=O)cc1	-7	0.3	0.0	-4
O=C(NCc1cccc(C(F)(F)F)c1)C1CCN(c2ccc(Nc3ccncn3)nn2)CC1	1	-0.7	-0.2	-11
Cc1ccc(N(CC(N)=O)C2SC(=O)N(Cc3cccc(C(=O)O)c3)C2=O)cc1 (configuration not stated)	16	1.1	0.8	2
Cc1ccc(Cn2nnc3c(=O)n(CC(=O)Nc4ccc(F)cc4F)cnc32)cc1	-4	1.5	-0.1	3
CCOc1ccccc1CNc1nc2ccccc2n1CCN1CCOCC1	5	-0.5	-0.1	-2
COc1ccc(C2=NN(C(=O)CCC(=O)O)C(c3cc4ccc(C)cc4nc3Cl)C2)cc1 (configuration not stated)	14	-0.6	0.1	-10
O=C1C(NC2CCCCC2)=C(N2CCCCC2)C(=O)c2ccccc21	16	-0.7	0.6	1
CCOC(=O)C1CCN(c2c(N(C)Cc3ccco3)c(=O)c2=O)CC1	-2	0.5	0.1	2
CCCCN(C)C(=O)CCNC(=O)c1cc(OC)c(OC)c(OC)c1	2	-1.5	-0.1	-6
Cc1cc(C)n2cc(CSc3ccccn3)nc2n1	5	1.1	0.1	4
Cc1ccc(C)c(CSc2nnc(-c3cccnc3)o2)c1	12	-1.1	0.3	-6
COC(=O)c1cc(OC)c(OC)cc1NC(=O)c1ccccc1C	14	9.7*	0.2	3
